# DT40 TDP1 no CPT: qHTS for Inhibitors of human tyrosyl-DNA phosphodiesterase 1 (TDP1): qHTS in cells in absence of CPT; AID 686978, 2013; Potency, µM (titrated, usually from 46.2 µM), inactives show at the top dose activity change, negative = growth inhibition, usual class: inhibitors; actives 15% (n = 420,000); DT40 Tdp1-/- hTDP1 cells, no CPT, ATP luminescence, 48 h; further: nearly all actives have a fitted effect of over 55% in size
#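 Camptothecin absent (DMSO only). Human TDP1-complemented DT40 knockout cells, 400 cells/well, 37 °C for minimum 48 hr; ATP measured via CellTiter-Glo, 30 min dark incubation, luminescence.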
# GCN5L2 inh: qHTS Assay for Inhibitors of GCN5L2. Histone acetyltransferase KAT2A (Homo sapiens), Q92830. actives 0.21% (n = 390,000). Potency, µM (top dose mostly 58.9 µM), without a hit: at the top dose activity change, negative = inhibition, actives largely listed as inhibitors. GCN5L2 HAT assay, ThioGlo1 CoA-SH fluorescence
# Target sequence (Q92830 whole entry, looked up): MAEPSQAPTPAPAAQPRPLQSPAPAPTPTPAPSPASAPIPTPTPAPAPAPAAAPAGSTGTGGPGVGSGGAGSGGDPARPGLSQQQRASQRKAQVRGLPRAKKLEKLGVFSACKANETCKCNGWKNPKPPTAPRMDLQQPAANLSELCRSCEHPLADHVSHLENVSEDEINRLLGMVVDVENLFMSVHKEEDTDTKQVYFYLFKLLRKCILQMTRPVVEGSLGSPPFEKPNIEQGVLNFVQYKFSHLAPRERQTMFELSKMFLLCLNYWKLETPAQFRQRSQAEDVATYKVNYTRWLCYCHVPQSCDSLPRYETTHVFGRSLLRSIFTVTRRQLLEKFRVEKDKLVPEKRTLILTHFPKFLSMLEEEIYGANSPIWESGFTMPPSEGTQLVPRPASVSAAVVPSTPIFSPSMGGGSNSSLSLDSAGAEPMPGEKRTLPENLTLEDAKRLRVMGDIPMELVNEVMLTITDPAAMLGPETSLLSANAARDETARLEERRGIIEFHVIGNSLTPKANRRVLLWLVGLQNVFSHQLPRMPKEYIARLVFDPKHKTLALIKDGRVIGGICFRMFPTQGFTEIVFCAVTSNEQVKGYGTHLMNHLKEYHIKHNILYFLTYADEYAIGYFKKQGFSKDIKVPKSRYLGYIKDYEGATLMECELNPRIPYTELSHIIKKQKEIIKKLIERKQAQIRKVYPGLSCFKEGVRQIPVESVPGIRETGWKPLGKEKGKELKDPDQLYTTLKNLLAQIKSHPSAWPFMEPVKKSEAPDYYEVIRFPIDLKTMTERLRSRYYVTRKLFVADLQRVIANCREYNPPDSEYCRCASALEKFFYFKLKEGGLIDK
#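 Compounds, pin-transferred from DMSO stocks, meet 20nM GCN5L2 for 15 min before the reaction begins with H3(1-25) peptide (75uM) and acetyl-CoA (70uM). Thiol-reactive ThioGlo1 reports CoA release over 20 min at room temperature.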
# TDP1 cell CPT: qHTS for Inhibitors of human tyrosyl-DNA phosphodiesterase 1 (TDP1): qHTS in cells in presence of CPT | chicken DT40 Tdp1-/-;hTDP1 cells + 20 nM CPT, ATP luminescence, 48 h | Potency, µM (doses to about 46.2 µM), for the others: at the top dose activity change, negative = growth inhibition, hits mostly inhibitors | actives 12% (n = 420,000); further: nearly all actives have a fitted effect of over 55% in size
#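 Chicken DT40 Tdp1-/- cells complemented with human TDP1, 400 cells/well, exposed to compounds plus 20 nM camptothecin for at least 48 h at 37 C; viability read as ATP content by CellTiter-Glo luminescence.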
# Active calls of the source: *; ? = inconclusive; · = not tested or not shown; & = joins results of further samples; ! = a repeat was not active; [ ] = remark or other dose. The call rests on the fitted dose curve; in most records, active means well fitted curve in the direction sought with a large enough effect; inconclusive means small, poorly fitted or top-dose-only effect, or another doubt; inactive means no such curve, though single readings can be large; an effect the other way counts as inactive or inconclusive. On the % scale 0 is the no-effect control and ±100 the full control effect; potency means the concentration at half of the fitted maximal effect.
SMILES,DT40 TDP1 no CPT,GCN5L2 inh,TDP1 cell CPT
CCC(=Nc1ccc2c(c1)CCC2)c1c(O)n(C2CCCCC2)c(=O)[nH]c1=O,18.4µM*,-4.0%,29.1µM*
Cn1c(O)c(/C=N/NC(=O)c2ccncc2)c(=O)[nH]c1=S,4.9%,-6.6%,-8.4%
COC(=O)C1=C(c2ccc(OCc3ccccc3)cc2)C[C@@H]2CC[C@H]1N2C(=O)NCc1ccc2c(c1)OCO2,4.11µM*,·,5.8µM*
COCCCNC(=O)CC1C[C@H](C(=O)N2CCCCC2)[C@@]2(CCc3ccccc3)c3[nH]c4ccccc4c3CCN2C1=O (stereo not given in full),?,-3.4%,23.1µM*
CCOc1ccccc1C1SCC(=O)Nc2c1c(=O)[nH]n2C(CC)CC (stereo not given),5.0%,-0.2%,-1.3%
CCCCOP(=O)(c1ccc(N(C)C)cc1)C(Nc1ccccc1)c1ccccc1 (stereo not given),20.6µM*,-7.1%,14.6µM*
COc1cccc(CNc2ccc(S(N)(=O)=O)cc2)c1OCc1ccccc1F,?,-5.4%,?
C[C@]12CC[C@@H](O)CC1=CC(=O)C1C2CC[C@]2(C)C(=O)CCC12 (stereo not given in full),?,-5.6%,?
COc1ccc2c(c1)CC1(CN2C)C(=O)NC(=O)N(CCc2ccccc2)C1=O (stereo not given),5.8µM*,-1.7%,?
O=C1CC(c2ccc(Br)cc2)c2c(c3ccccc3oc2=O)O1 (stereo not given),0.0%,-4.1%,0.2%
Cc1oc(-c2ccccc2F)nc1CS(=O)CC(=O)N1CCC2(CC1)OCCO2 (stereo not given),-1.3%,-1.7%,-15.8%
O=C(c1cc(S(=O)(=O)N2CCOCC2)ccc1F)N1CCC2(CC1)OCCO2,-19.4%,1.4%,-22.0%
NS(=O)(=O)c1ccc(N=Nc2c(O)[nH]c(=S)[nH]c2=O)cc1,-5.4%,-8.6%,1.6%
O=C(COC(=O)Cc1ccccc1)Nc1ccc(F)cc1,1.1%,1.5%,38.9%[activator]
COc1ccc(N2C(=O)NC(=O)/C(=C/c3ccc([N+](=O)[O-])s3)C2=O)cc1,6.51µM*,-14.7%,14.6µM*
C=CCN(CC=C)C(=O)Nc1ccc(OCC)cc1,-15.1%,-1.4%,12.3%
COc1ccc2nc(N3CCN(C(=O)CS(=O)(=O)c4ccc(C)cc4)CC3)sc2c1,13µM*,-2.5%,11.6µM*
CC(/C=C(\C)Nc1ccccc1)=Nc1ccccc1,-1.2%,-14.6%,1.6%
CC(C)(C)NC(=S)N1CCn2cccc2C1c1cccnc1 (stereo not given),4.4%,-8.6%,5.9%
Cc1cc(NC(=O)COC(=O)c2c(C)nn(Cc3ccccc3)c2C)no1,-18.3%,-10.2%,?
Cc1ccc2c(c1)N(CCC(=O)N1CCC3(CC1)OCCO3)C(=O)CO2,-8.6%,-4.3%,-10.4%
O=C(Nc1nc(-c2ccccc2)c(-c2ccccc2)s1)c1ccc(S(=O)(=O)N(CCCl)CCCl)cc1,?,-12.3%,6.1%
O=S(=O)(c1ccc(Cl)cc1)N1CC1c1ccccc1 (stereo not given),-22.2%,-0.2%,-19.6%
CCOc1ccc(Cl)cc1CNCCc1ccccc1F,-26.3%,0.2%,-3.7%
CCC(=O)c1cn(Cc2ccccc2C#N)c2ccccc12,-13.5%,-4.8%,?
COC(=O)C1=C(c2cccc(OC)c2OC)C[C@@H]2CC[C@H]1N2C(=O)NCCS(C)=O (stereo not given in full),-1.7%,·,-3.3%
c1cncc(CNC2CCCCC2)c1,23.0%,1.5%,20.1%
O=C(CI)c1ccc(Cl)cc1,-4.0%,·,-20.2%
CN(C)CP(=O)(O)CN(C)C=O,-1.8%,0.7%,0.8%
CN1CCC(N(C)c2nc(-c3ccc([N+](=O)[O-])cc3)nc3ccccc23)CC1,11.6µM*,4.9%,8.2µM*
CN1[C@H]2CC[C@@H]1C(C(=O)N1CCOCC1)=C(O)C2,-4.7%,-4.7%,3.5%
Cc1cccc(CCNCc2cc3cc(C)cc(C)c3[nH]c2=O)c1,-24.2%,-3.3%,?
O=c1c2ccccc2[nH]c(=S)n1-c1cccnc1,7.9%,0.2%,-4.5%
CC(C)C12CN3CCN(CC(C3)/C1=N\O)C2,-4.0%,-6.5%,-18.6%
COc1ccc(-c2nc3ccc(Br)cn3c2CC(=O)N2CCCC2)cc1OC,?,·,-20.1%
C[C@H](NC(=O)[C@@H](N)Cc1ccc(O)cc1)C(=O)N[C@@H](Cc1ccccc1)C(=O)N[C@@H](Cc1ccccc1)C(N)=O,-6.0%[4.12 µM],-5.0%,-2.1%[4.12 µM]

# Some of the entries above, set out differently.
# Values run as follows: DT40 TDP1 no CPT, GCN5L2 inh, TDP1 cell CPT
COc1ccc(-c2nc3ccc(Br)cn3c2CC(=O)N2CCCC2)cc1OC
    ?, ·, -20.1%
C[C@H](NC(=O)[C@@H](N)Cc1ccc(O)cc1)C(=O)N[C@@H](Cc1ccccc1)C(=O)N[C@@H](Cc1ccccc1)C(N)=O
    -6.0%[4.12 µM], -5.0%, -2.1%[4.12 µM]
COC(=O)C1=C(c2cccc(OC)c2OC)C[C@@H]2CC[C@H]1N2C(=O)NCCS(C)=O (stereo not given in full)
    -1.7%, ·, -3.3%

# New compounds follow:
SMILES,DT40 TDP1 no CPT,GCN5L2 inh,TDP1 cell CPT
O=[N+]([O-])c1ccc(N2CCCNCC2)c2ncccc12,?,-7.1%,?
CCCCC[C@H]1CCCCC[C@H](O)C[C@H](O)[C@@H](O)/C=C/C(=O)O1,20.6µM*,·,23.1µM*
CC1(C)C(=O)C=C[C@@]2(C)C1=C(O)C(=O)[C@@]1(C)C2CC[C@@]2(C)C(c3ccoc3)C[C@H]3O[C@@]321 (stereo not given in full),11.6µM*,-14.3%,11.6µM*
Nc1c(Cl)cc([N+](=O)[O-])cc1Cl,2.8%,0.2%,15.7%
CCOC(=O)c1[nH]c(C)c(C(=O)N2CCC3(CC2)OCCO3)c1C,-2.6%,28.8%,-5.3%
COc1ccc2c(c1)-c1nc(NC(=O)c3ccc(Cl)cc3)sc1CC2,-28.3%,-2.3%,?
O=P1(c2ccccc2)CC=CC1,-1.9%,·,-8.7%
S=C(c1ccc(Cl)cc1)N1CCOCC1,-4.0%,3.1%,?
Oc1ccc(/C=N/NP(=S)(c2ccccc2)c2ccccc2)cc1,-14.9%,-3.0%,-14.9%
C#CCOCOCC#CCN(CC)CC,-10.9%,19.8%,0.3%
CCN(CC)c1ccc(N=Cc2c(O)n(-c3ccccc3)c(=O)[nH]c2=O)cc1,?,-0.8%,?
COOCC1(C(=O)OC)C[C@H](c2ccc(OC)cc2)N(Cc2ccccc2OC)[C@@H]1c1ccccc1C (stereo not given in full),?,·,?
COC(=O)C1=C(c2ccc(Cl)c(C(F)(F)F)c2)C[C@@H]2CC[C@H]1N2C(=O)NC1CCCCC1,20.6µM*,-29.2%,13µM*
CCc1nc2ccc(N3CCN(C)CC3)cc2nc1CC,-2.7%,-9.8%,3.7%
CCCCC1C(=O)NC(=S)N(C)C1=O (stereo not given),-8.9%,·,3.6%
Cc1cccc(NP(=O)(Oc2ccccc2F)Oc2ccccc2F)c1,?,-6.7%,?
Clc1ccc2c(c1)C(OC1CN3CCC1CC3)c1ccccc1CS2 (stereo not given),14.6µM*,-1.6%,16.4µM*
COc1ccc(OCC(=O)N2CCN(Cc3ccc(SC)cc3)CC2)cc1,23.1µM*!,-4.9%&-2.8%,?
CCOc1ccc(OC(=O)c2ccc3c(=O)n4c(nc3c2)CCC4)cc1,?,-13.7%,?
COC(=O)C(O)(c1ccc(N=Cc2ccccc2O)c(C)c1)C(F)(F)F (stereo not given),-13.0%,3.2%,3.7%
CSCCC(c1nnnn1-c1ccc2c(c1)OCCO2)N1CCC2(CC1)C(=O)NCN2c1ccccc1 (stereo not given),?,·,?
c1ccc(CN2CCNCC2)nc1,10.2%,-2.2%,-6.7%
CC[C@]12CCCN3CCC4(c5ccccc5NC4C(C(=O)O)C1)C32 (stereo not given in full),?,·,?
CC(=NCC1CCCO1)c1c(O)n(C2CCCCC2)c(=O)[nH]c1=O (stereo not given),-11.0%,-2.3%,-6.6%
CCCCCCN1CCN(c2ccccc2Cl)CC1,?,-0.4%,?
Cn1c(O)c(C=NCCOc2ccc(Cl)cc2)c(=O)n(C)c1=O,?,-1.4%,-20.7%
CCOc1cc(/C=C2/C(=O)NC(=O)N(c3ccc(CC)cc3)C2=O)ccc1OC(=O)c1cccs1,29.1µM*,-20.0%,-6.6%
Cc1cc(OCC(=O)N[C@@H](Cc2ccccc2)C(=O)O)c2c3c(c(=O)oc2c1)CCC3,-2.5%,-23.6%,-0.9%
O=C1NC(=O)C(=CN2CCc3ccccc32)C(=O)N1,-5.2%,-7.7%,?
O=C(Nc1ccc(Br)cc1)c1cc(Br)cc(Br)c1O,-2.0%,?,-24.6%
CCCCn1c(=O)c(C(=O)NCc2ccccc2)c(O)c2ccccc21,16.4µM*,-7.4%,?
Brc1ccc2[nH]cc(/C=N/N3CCCCC3)c2c1,14.6µM*,-2.3%,?
Cc1ccc(O)c(C(CCN(C(C)C)C(C)C)c2ccccc2)c1 (stereo not given),-17.2%,-17.6%,-10.1%
COc1ccc(C(CNC(=O)Cc2ccc(Cl)c(Cl)c2)N2CCCCC2)cc1 (stereo not given),?,-6.9%,?
CCC(C(=O)Nc1ccc(Cl)cc1)N1CCCC1=O (stereo not given),?,·,0.9%
CCC1(CC)C(=O)NC(=O)N(C)C1=O,-13.2%,-11.6%,11.9%
CC(=O)OC1C[C@]2(C)C(C(C)=O)CCC2C2CCC3=CC(=O)CC[C@@]3(C)C12 (stereo not given in full),?,1.3%,?
COC(=O)C1=C(c2ccc(F)cc2OCc2ccccc2)C[C@@H]2CC[C@H]1N2C(=O)NCCCc1ccccc1,?,-4.0%,25.9µM*
CCCCCn1c(=O)c(C(=O)Nc2ccccc2N)c(O)c2ccccc21,20.6µM*,-0.8%,?
COC(=O)C1=C(c2ccc(-c3ccccc3)c(F)c2)C[C@@H]2CC[C@H]1N2C(=O)NCCOc1ccccc1,20.6µM*,-10.3%,20.6µM*
CCN(CC)N=O,15.8%,-6.4%,-7.6%
CCCNc1nc(-c2cc(C(=O)Nc3ccccc3)on2)cc(C(C)C)n1,?,·,?
CC(C)N1CCN(Cc2ccc3c(c2)OCCO3)CC1CCO (stereo not given),-0.3%,-9.1%,11.5%
Cc1ccccc1N1C(=O)NC(=O)/C(=C\c2cc(Br)c(N3CCOCC3)o2)C1=O,7.31µM*,27.6%,4.11µM*
CCCCOCCCn1c(N)c(C(=O)OC(C)COC)c2nc3ccccc3nc21 (stereo not given),?,-17.1%,?
O[C@@H](Cc1ccncc1)C(Cl)(Cl)Cl,-24.1%,-12.0%[0.501 µM],-4.3%
O=C(OCc1c(-c2ccccc2)ncc2ccccc12)c1ccc(C(F)(F)F)cc1,5.8µM*,-6.3%,?
CCCOc1ccccc1C1SCC(=O)Nc2c1c(=O)[nH]n2C(C)CCC (stereo not given),-27.2%,-4.9%,-1.4%
C=C[C@@H]1C[C@@]1(C)[C@@H](NP(=O)(c1ccccc1)c1ccccc1)c1ccccc1,14.6µM*,-1.0%,?
CCCN(CCC)[C@@H]1CCc2cccc(O)c2C1,?,-8.4%&3.0%&-7.3%,-17.5%&-7.9%&-12.0%
CCCCCCCCCCCCCCCCOC[C@@H](O)COP(=O)([O-])OCC[N+](C)(C)C,0.2%[4.12 µM],-2.9%,-15.2%[4.12 µM]
O=c1n(Cl)c(=O)n(Cl)c(=O)n1Cl,3.4%,15.4%,7.1%
O=C(c1ccc(F)cc1)C(Cc1ccccc1)N1CCCCC1 (stereo not given),7.5%,-3.6%,3.5%
C=C[C@H]1CN2CC[C@H]1C[C@H]2c1[nH]c2ccccc2c1CCO,-25.9%,-4.5%,14.3%
O=P(NS(=O)(=O)c1ccc(Cl)cc1)(Oc1ccccc1)Oc1ccccc1,3.8%,-1.1%,12.6%
Cc1cc2oc(=O)cc(-c3cc4ccccc4o3)c2cc1OC(=O)N(C)C,?,-13.9%,14.6µM*
CC1(C)N(O)C2CCCCC2N1O (stereo not given),?,2.1%,?

# Entries of single compounds as entered above.
# Profile of CC1(C)N(O)C2CCCCC2N1O (stereo not given) : DT40 TDP1 no CPT = ?; GCN5L2 inh = 2.1%; TDP1 cell CPT = ?
# Profile of O=c1n(Cl)c(=O)n(Cl)c(=O)n1Cl : DT40 TDP1 no CPT = 3.4%; GCN5L2 inh = 15.4%; TDP1 cell CPT = 7.1%

# Screening results deposited in PubChem by National Center for Advancing Translational Sciences (NCATS).

# Not all compounds are listed; count on the stated rates, not on these rows.
